# Source: PubChem BioAssay
# HIV RNase H inh – HIV-1 RT RNase H inhibitors, primary screen, biochemical, fluorescence; RT-RNase H RNA/DNA duplex cleavage; inhibition, % at 10 µM; 65,000 compounds, 1.9% hits; AID 565, 2006; in the data active means inhibition above about 50%
# RmlCD inh mix – RmlC and RmlD coupled enzyme inhibitors, primary screen, biochemical, 384-well, compound mixtures, retest; RmlC/RmlD coupled enzyme inhibition, 384-well mixture HTS; inhibition, % at 5.5 µM; 110,000 compounds, 0.39% hits; in the data active means inhibition above about 30%, passing the limit was not always enough; further: strong numbers were not always called active
# An asterisk follows results filed as active; / = not tested or not shown. An excerpt, so the mix of outcomes need not match the whole.
SMILES,HIV RNase H inh,RmlCD inh mix
Cc1cc(C)cc(N2C(=O)CC(n3nc(C)cc3C)C2=O)c1 (stereo not given),/,-14
CCOC(=O)c1oc2ccccc2c1CN1CCN(c2ccccc2)CC1,-1,6
O=C(CC(C(=O)O)C1CCCO1)NCc1ccccc1 (stereo not given),2,0
CCOC(=O)Cc1nnc(NC(=O)CSc2ccccc2)s1,-33,-7
O=C(NCCc1ccccn1)C1CCCN(S(=O)(=O)Cc2ccccc2)C1 (stereo not given),-2,-12
Cc1cc(C)n(-c2cc(C)c(C)cc2Br)n1,-9,8
CC1=CC(C)(C)Nc2ccc(OC(=O)C(C)N3C(=O)c4ccccc4C3=O)cc21 (stereo not given),/,-22
COc1ccc(N2CCN(C3CC(=O)NC3=O)CC2)cc1 (stereo not given),-3,8
N/C(=N\OS(=O)(=O)c1ccc(Br)cc1)c1ccncc1,/,0
CCCC(C)NC(=O)c1cc(Cl)ccc1OC (stereo not given),/,-10
O=c1c(Cl)c(NCCCO)cnn1-c1nc2ccccc2[nH]1,/,20
c1ccc2c(c1)[nH]c1nc(SCCN3CCOCC3)nnc12,83*,26
O=C1C2ON(c3ccccc3)C(c3ccccc3F)C2C(=O)N1c1ccccc1 (stereo not given),1,-16
COc1ccc(OC)c(NC(=O)CNC(=O)c2cccs2)c1,/,2
O=c1cc(N2CCN(c3ccccc3)CC2)[nH]c(=O)n1Cc1ccc(F)cc1,-3,3
CC(=O)Nc1ccc(-c2nc3c(C)cccc3[nH]2)cc1,-7,13
COC(=O)c1cc(OC)c(OC)cc1NC(=S)Nc1cccc(Cl)c1,/,7
CCOC(=O)Cc1csc(NC(=O)CSc2nnc(-c3ccc(OC)cc3)n2C)n1,5,9
Cc1nnc(SC(C)C(=O)Nc2ccc(Cl)cn2)n1Cc1ccccc1 (stereo not given),-6,-17
c1ccc(-c2nnc(CN3CCN(C(c4ccccc4)c4ccccc4)CC3)o2)cc1,/,9
Cc1nn(C)c(C)c1/C=C/C(=O)c1cccs1,/,-15
COc1cc2nc(C3CCC3)n(NC(=O)C3CCCC(OC)C3)c(=O)c2cc1OC (stereo not given),3,8
Cc1cccc(C(=O)O/N=C2\CCCc3ccccc32)c1,/,-17
COc1ccc(C)cc1S(=O)(=O)N1CCCC(C(=O)NCC2CCCO2)C1 (stereo not given),-12,3
Cc1cc(Cl)ccc1OCCCC(=O)N1CCN(C)CC1,/,-4
COCCn1c(C)cc(C(=O)CSc2nc(C)nc3sc4c(c23)CCC4)c1C,3,10
Cc1c(C(=O)N2CCN(c3ncccn3)CC2)sc2nc3n(c(=O)c12)CCCC3,0,19
CC(C)N1CCN(c2ccncc2S(=O)(=O)N2CCOCC2)CC1,/,11
COc1ccc(NC(=O)CCSc2cc(C)c3ccccc3n2)cc1,/,-7
Cc1cccc(NC(=O)Nc2ccc(Oc3c(F)c(F)c(F)c(F)c3F)cc2)c1,/,8
Cc1csc(NC(=O)C(NS(=O)(=O)c2ccc(Br)s2)c2ccccc2)n1 (stereo not given),7,1
Cc1ccc(S(=O)(=O)NCC(=O)N2CCN(c3ccccn3)CC2)cc1,/,1
CCOC(=O)CNC1CC(=O)N(c2cccc(Cl)c2)C1=O (stereo not given),/,-5
O=S(=O)(NCC(c1cccnc1)N1CCN(c2ccc(F)cc2)CC1)c1ccc(F)cc1 (stereo not given),4,1
O=C(Cn1nc(Cl)nc1Cl)Nc1ccccc1,-4,-12
C=CCC(C#Cc1ccc(C)cc1)N(CC)CC (stereo not given),/,4
O=C(NCc1nc2ccccc2[nH]1)C1=C[C@@H](c2ccccc2)C[C@@H](OCCCCO)O1,/,-15
c1ccc(Cn2c(Sc3nnnn3-c3ccccc3)nnc2-c2ccccc2)cc1,9,-1
Cc1ccccc1NC(=O)c1ccc(-n2cncn2)nc1,/,-39
O=C(C1CCC(=O)N1Cc1ccccc1Cl)N1CCN(c2ccc(F)cc2)CC1 (stereo not given),-29,11
O=C(c1cnccn1)N(Cc1ccco1)C1(C(=O)NC2CCCC2)CCCCC1,/,-90
Cc1cc(C)c(C#N)c(SCC(=O)Nc2nnc(-c3ccccc3)s2)n1,40,3
CC(C)(C)OC(=O)N1CC(O)CC1C(=O)OCC(=O)c1ccccc1 (stereo not given),/,-15
c1ccc(CN(Cc2cccs2)C(c2cccs2)c2nnnn2C2CCCC2)cc1 (stereo not given),/,54
Cc1ccc(Cn2ccc(=O)c(Cc3c(Cl)cccc3Cl)c2C)cc1,/,9

# Part of the list above in order of molar mass, low to high:
SMILES,HIV RNase H inh,RmlCD inh mix
C=CCC(C#Cc1ccc(C)cc1)N(CC)CC (stereo not given),/,4
O=C(Cn1nc(Cl)nc1Cl)Nc1ccccc1,-4,-12
Cc1ccccc1NC(=O)c1ccc(-n2cncn2)nc1,/,-39
CCOC(=O)CNC1CC(=O)N(c2cccc(Cl)c2)C1=O (stereo not given),/,-5
CC(C)(C)OC(=O)N1CC(O)CC1C(=O)OCC(=O)c1ccccc1 (stereo not given),/,-15
COc1ccc(NC(=O)CCSc2cc(C)c3ccccc3n2)cc1,/,-7
CC(C)N1CCN(c2ccncc2S(=O)(=O)N2CCOCC2)CC1,/,11
Cc1ccc(Cn2ccc(=O)c(Cc3c(Cl)cccc3Cl)c2C)cc1,/,9
Cc1ccc(S(=O)(=O)NCC(=O)N2CCN(c3ccccn3)CC2)cc1,/,1
Cc1cc(C)c(C#N)c(SCC(=O)Nc2nnc(-c3ccccc3)s2)n1,40,3
O=C(c1cnccn1)N(Cc1ccco1)C1(C(=O)NC2CCCC2)CCCCC1,/,-90
Cc1cccc(NC(=O)Nc2ccc(Oc3c(F)c(F)c(F)c(F)c3F)cc2)c1,/,8
c1ccc(Cn2c(Sc3nnnn3-c3ccccc3)nnc2-c2ccccc2)cc1,9,-1
COCCn1c(C)cc(C(=O)CSc2nc(C)nc3sc4c(c23)CCC4)c1C,3,10
O=C(NCc1nc2ccccc2[nH]1)C1=C[C@@H](c2ccccc2)C[C@@H](OCCCCO)O1,/,-15
c1ccc(CN(Cc2cccs2)C(c2cccs2)c2nnnn2C2CCCC2)cc1 (stereo not given),/,54
O=S(=O)(NCC(c1cccnc1)N1CCN(c2ccc(F)cc2)CC1)c1ccc(F)cc1 (stereo not given),4,1
Cc1csc(NC(=O)C(NS(=O)(=O)c2ccc(Br)s2)c2ccccc2)n1 (stereo not given),7,1

# New compounds follow
SMILES,HIV RNase H inh,RmlCD inh mix
O=C(Nc1ccc(Cl)cc1)N1CCc2[nH]c3ccccc3c2C1,/,2
COc1ccc(CC(=O)N2CC3(C)CC2CC(C)(C)C3)cc1OC (stereo not given),-3,/
CCN(C(=O)c1ccc2c(Cl)c3c(nc2c1)CCC3)c1cccc(C)c1,/,-1
Cc1ccc(N2CC(C(=O)Nc3ccc4c(c3)OCCO4)CC2=O)cc1 (stereo not given),3,-15
COc1ccc(CCNc2oc(COc3ccc(Br)cc3)nc2C#N)cc1OC,-26,7
Cc1cccc(NC(=O)COc2ccccc2C)n1,-27,-24
O=C(O)CCN1C(=O)c2ccc(Oc3ccc4c(c3)C(=O)N(CCC(=O)O)C4=O)cc2C1=O,/,-96
CCCn1c(=O)c(C(=O)Nc2ccccc2C(=O)OC)c(O)c2ccccc21,-17,12
COc1ccc(C(=O)/C=C(\N)C(F)(F)F)c(O)c1,-12,-11
O=C(Nc1ccc(F)cc1F)c1cccnc1Oc1cccc(C(F)(F)F)c1,/,-8
CCC(=O)n1nc(-c2ccccc2)nc1N,/,-17
c1ccc(Nc2nc(N3CCCC3)nc(N3CCCC3)n2)cc1,/,8
Cc1ccc(C)c(NS(=O)(=O)c2cc(C(=O)Nc3cccc(N(C)S(C)(=O)=O)c3)ccc2C)c1,/,4
O=C(C1=C(O)/C(=C/c2ccc(O)cc2)CCC1)C(F)(F)F,/,7
C[N+](C)(C)CCN(Cc1ccc(Cl)cc1)c1ccccn1,/,-5
CC(C)NC(=O)c1onc(CSc2cccc(Cl)c2)c1C(=O)O,/,11
O=C(CSc1nnc(-c2ccco2)n1Cc1ccccc1)NC(=O)NCc1ccccc1,-11,10
COc1ccc(Nc2nc3ccccc3n3nnnc23)cc1,/,-7
O=C(Cn1c(SCC(=O)N2CCc3ccccc32)nc2ccccc21)NC1CCCC1,/,6
COC(=O)C1C(=O)/C(=C(/C)N2CCCC2)C(=O)CC1(C)C (stereo not given),/,6
CC(C)c1ccc(OCC(O)Cn2cnc3ccccc32)cc1 (stereo not given),-14,0
CCCc1cc(=O)[nH]c(SCC(=O)N2CCC(C(=O)OCC)CC2)n1,1,7
COc1ccc(N2C(=O)C(Cl)=C(Nc3ccccc3O)C2=O)cc1,/,2
O=C1CC(c2ccccc2)n2nc(NC(=O)c3cccs3)nc2N1 (stereo not given),0,/
COCCn1c(C)cc(C(=O)COC(=O)c2c(C)nn(Cc3ccccc3)c2C)c1C,-39,-19
O=C(Nc1ccc(Cl)c(Cl)c1)C1CC(=O)N(c2ccc(Br)cc2)C1 (stereo not given),/,14
Nc1nc(CN2CCN(Cc3ccccc3)CC2)nc(Nc2ccc3c(c2)OCCO3)n1,-4,1
COc1ccc(Nc2nnc(SCC(=O)Nc3cc(C)on3)s2)cc1,/,12
O=C(c1ccc(Cl)s1)N1CCCC1,/,-11
CCn1cc([N+](=O)[O-])c(C(=O)Nc2ccc(Cn3nc(C)cc3C)cc2)n1,/,-3
Cn1c(COc2ccc3ccccc3c2)nnc1SCC(=O)O,2,13
CCN(CC)CCOC(=O)C1(C2CCCCC2)CCCCC1,-7,4
CCN(CCC(=O)Nc1cc(OC)cc(OC)c1)Cc1ccccc1,6,-12
Cc1ccc(-c2nc3sc4c(c3c(=O)n2N)CCCC4)cc1,/,-10
NC(=O)C1=C[C@H](c2ccc(C(F)(F)F)cc2)C[C@H](OCc2ccc(CO)cc2)O1,/,6
COc1ccc(NC(=O)CCC(=O)Nc2nnc(C(F)(F)F)s2)c(OC)c1,/,-4
C=CCn1c(SCC(=O)/C(C#N)=C(\C)N)nc2sc(C)c(C)c2c1=O,/,13
Cc1occc1-c1n[nH]c(=S)n1CC(C)C,/,1
N#Cc1nc(Cc2cccc3ccccc23)oc1NCCN1CCOCC1,/,8
O=C1/C(=C\c2cccnc2)SC(=S)N1C1CCS(=O)(=O)C1 (stereo not given),/,8
Cc1cc(C)n(C(=O)c2cccc(S(=O)(=O)N3CCCC3)c2)n1,-15,-9
O=C(CCS(=O)CCC(=O)NCc1ccccc1)NCc1ccccc1,22,7
Cc1cc(NC(=O)C2CCCC2)n(-c2nc3ccccc3[nH]2)n1,/,-8
O=c1oc2ccccc2n1Cc1ccccc1Cl,-88,-13
N/C(Cc1cccs1)=N\OC(=O)COc1ccc(Br)cc1Cl,/,-10
CC(=O)N1CC=C2C(C#N)=C(N)C(C#N)(C#N)[C@H](c3ccoc3)[C@H]2C1,2,5
CCCn1c(SCC(=O)Nc2ccccc2C(=O)OCC)nc2c1c(=O)n(C)c(=O)n2C,-11,/
Cc1nn(-c2ccccc2)c2sc(C(=O)N(Cc3ccco3)C(C)C(=O)NC(C)(C)C)cc12 (stereo not given),2,/
O=C(NCCC1=CCCCC1)C1CCCN(c2nc3ccccc3o2)C1 (stereo not given),-5,-170
CCCCS(=O)(=O)NC1=NCN(C2CCN(Cc3ccccc3)CC2)CN1,-5,/
COc1cccc(NC(=O)c2cc(C(=O)Nc3cccc(OC)c3)n(C)n2)c1,10,6
O=S(=O)(Cc1ccccc1Cl)N1CCCCC1,-12,0
Cc1ccc(-c2csc(NC(=O)Cn3cnc4c3c(=O)n(C)c(=O)n4C)n2)cc1C,/,-3
COc1ccc(C2CC(=O)C(C=NCCN3CCNCC3)=C(O)C2)cc1OC (stereo not given),-7,-11
CCCP(=O)(CC(=O)N(CC)CC)c1ccccc1 (stereo not given),-9,-9
C=CCOc1ccc(/C(O)=C2/C(=O)C(=O)N(CCCN3CCOCC3)C2c2ccccc2)cc1 (stereo not given),-4,6
CCCCC(=O)Nc1sc(C(=O)N(CC)CC)c(C)c1C(=O)OC,/,-3
Cc1cc2cc(CNC(=O)Nc3ccc(Cl)c(Cl)c3)ccc2n1C,/,5
COc1ccc(NC(=O)C(=O)NNC(=O)c2cccs2)c(OC)c1,/,0
CCN(CC)C(=S)Sc1c(-c2ccccc2)c2cc(Cl)ccc2[nH]c1=O,/,8

# (more compounds)
SMILES,HIV RNase H inh,RmlCD inh mix
Cc1ccsc1C1NC(=O)c2c(sc3c2CCCC3)N1 (stereo not given),58*,-1
COC(=O)c1c(C)nc2ccccc2c1-c1ccccc1,/,25
Cc1nn(Cc2ccc([N+](=O)[O-])cc2)c(=O)n1N(C)c1ncc(C(F)(F)F)cc1Cl,/,-10
CCn1c2ccccc2c2nnc(SCC(=O)NC(C(=O)OC)C(C)C)nc21 (stereo not given),7,/
O=C1CC(c2ccc(Cl)cc2)CC(O)=C1C=NCCN1CCNCC1 (stereo not given),/,11
CCOC(=O)C1CCN(c2c([N+](=O)[O-])c(C(Cl)Cl)nn2-c2ccccc2)CC1,/,8
O=C1CC2(CCCC2)CC(=O)N1CCCCN1CCN(c2ncccn2)CC1,/,-6
Cc1ccc(OC(=O)Cn2c(C(F)(F)F)nc3ccccc32)cc1,/,7
CCCN(CCC)S(=O)(=O)c1ccc(C(=O)Nc2nnc(-c3cccc(OC)c3)o2)cc1,68*,/
Nc1c(C(=O)NCc2ccco2)c2nc3ccccc3nc2n1CCc1ccc(F)cc1,/,-31
COCCCn1cc(C(=O)c2cc(OC)ccc2OCC(=O)Nc2cc(C)on2)cc(C#N)c1=O,/,-5
Cc1cc(C)nc(NC(=O)C(C)C)n1,/,-10
COc1ccc2ccccc2c1/C=N\n1c(C)cc(C)c(C(N)=O)c1=O,/,4
Cc1c2cnn(CC(=O)N3CCC4(CC3)OCCO4)c(=O)c2c(C)n1Cc1ccccc1,-13,-6
Cc1snc(SCC(=O)N/N=C(\N)COc2cccc(C(F)(F)F)c2)c1C#N,/,-3
Cc1ccc(NC(=O)C2CCCN(S(=O)(=O)c3c(C)noc3C)C2)c(C)c1 (stereo not given),-20,-2
Cc1ccc2cc(CCNC(=O)C3CCCC3)c(=O)[nH]c2c1,-13,-8
COc1ccc(C2CC(=O)c3cnc(Nc4cc(C)cc(C)c4)nc3C2)cc1 (stereo not given),/,-20
